Assay outcomes as filed in PubChem.
M5 PAM = CHRM5 positive allosteric modulation. hit rate 0.3% among 360,000. P08912. activation, % at 3 µM. CHO-K1 hM5, Fluo-8 calcium, ACh EC20 PAM; 0% = ACh EC20, 100% = ACh EC100;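 active = activation above the run cutoff, the mean activation of all test compounds plus 3 SD, cut at about 18% in these data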
Target sequence (P08912 whole entry, looked up): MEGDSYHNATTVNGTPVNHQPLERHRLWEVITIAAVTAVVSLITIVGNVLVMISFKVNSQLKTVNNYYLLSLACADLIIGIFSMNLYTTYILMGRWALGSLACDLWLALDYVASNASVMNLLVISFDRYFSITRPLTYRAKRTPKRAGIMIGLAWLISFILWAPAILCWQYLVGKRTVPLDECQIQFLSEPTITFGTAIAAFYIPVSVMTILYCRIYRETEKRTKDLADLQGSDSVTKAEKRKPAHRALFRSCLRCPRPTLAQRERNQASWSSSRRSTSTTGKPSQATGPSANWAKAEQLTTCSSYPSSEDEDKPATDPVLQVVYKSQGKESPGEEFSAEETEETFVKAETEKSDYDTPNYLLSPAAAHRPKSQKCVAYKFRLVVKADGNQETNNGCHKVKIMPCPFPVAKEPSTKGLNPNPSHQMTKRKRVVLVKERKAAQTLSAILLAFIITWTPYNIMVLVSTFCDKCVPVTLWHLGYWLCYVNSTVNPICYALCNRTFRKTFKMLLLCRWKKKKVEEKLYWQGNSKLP
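system = human M5 receptor in CHO-K1 cells | compound = one concentration, 3 µM final (nominal) | schedule = Post-acetylcholine fluorescence recording 140 s | signal = Fluo-8 calcium dye fluorescence, kinetic read | benchmarks = low control EC20 acetylcholine (0%), high control EC100 acetylcholine (100%) | repeats = singlicate, one well per test compound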
CHRM4 PAM = potentiates acetylcholine response at human M4 receptor. activation, % at 3 µM. hit rate 0.4% among 360,000. AID 624126. CHO-K1 hM4/Gqi5, Fluo-8 calcium fluorescence, ACh EC20; 0% = ACh EC20, 100% = maximal ACh. P08173;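 active = activation above its plate's cutoff, the mean activation of sample wells plus 3 SD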; also: some results filed as inactive read as strong as hits
Target sequence (P08173 whole entry, looked up): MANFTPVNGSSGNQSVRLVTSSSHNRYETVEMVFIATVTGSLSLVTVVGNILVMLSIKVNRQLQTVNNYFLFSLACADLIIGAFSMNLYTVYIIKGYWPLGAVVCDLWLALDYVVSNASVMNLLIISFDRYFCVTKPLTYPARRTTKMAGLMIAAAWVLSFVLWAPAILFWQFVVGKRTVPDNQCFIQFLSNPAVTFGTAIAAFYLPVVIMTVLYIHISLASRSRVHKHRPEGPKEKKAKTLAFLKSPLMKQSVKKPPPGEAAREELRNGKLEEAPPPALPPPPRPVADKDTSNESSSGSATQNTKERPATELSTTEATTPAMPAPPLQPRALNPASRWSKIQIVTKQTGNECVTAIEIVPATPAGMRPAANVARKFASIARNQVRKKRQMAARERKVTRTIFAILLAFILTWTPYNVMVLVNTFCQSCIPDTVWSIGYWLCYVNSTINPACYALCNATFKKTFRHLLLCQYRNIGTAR
CHRM5 antagonist = CHRM5 antagonism in calcium assay | CHO-hM5 cells, Fluo-8 calcium fluorescence, ACh EC80 | hit rate 0.59% among 360,000 | P08912 | inhibition, % at 3 µM;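 active = inhibition above a per-plate cutoff, the mean of that plate's test compounds plus 3 SD, cut at about 27% in these data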;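 also: 0% = acetylcholine EC80 with DMSO and 100% = DMSO without agonist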
CHRM4 antagonist = CHRM4 antagonism in calcium assay. CHO-hM4 cells, ACh EC80, Fluo-8 calcium fluorescence. inhibition, % at 3 µM. AID 624125. P08173. hit rate 0.73% among 360,000;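 active = inhibition above its plate's cutoff, the mean inhibition of sample wells plus 3 SD, cut at about 27% in these data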;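 also: 0% = acetylcholine EC80 with DMSO and 100% = DMSO without agonist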
CHRM4 agonist = CHRM4 agonism in calcium assay; hit rate 0.14% among 360,000; P08173; activation, % at 3 µM; CHO-K1 hM4/Gqi5, Fluo-8 calcium fluorescence; vehicle 0%, full acetylcholine response 100%;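 active = activation above the run mean over all test wells plus 3 SD, cut at about 32% in these data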;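 also: peak over basal fluorescence ratio per well then scaled between controls; 0% = DMSO wells and 100% = acetylcholine at EC100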
CHRM5 agonist = CHRM5 agonism in calcium assay | CHO-K1 hM5 cells, Fluo-8 calcium fluorescence; 0% DMSO wells, 100% maximal acetylcholine response | activation, % at 3 µM | hit rate 0.19% among 360,000 | AID 624037;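 active = activation above the run's mean over test compounds plus 3 SD, cut at about 23% in these data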;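 also: signal is peak over basal fluorescence ratio across the kinetic read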
CRFBP-R2 agonist = agonists of human CRF-binding protein/CRF-R2 receptor complex. HEK293 CRF-R2/CRF-BP, calcium dye fluorescence (FLIPR); percent of saturating CRF peptide response. hit rate 0.46% among 350,000. activation, % at 13.2 µM;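 active = activation of at least 50%, plus an integration ratio under a set limit after plate pattern correction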;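 also: plate controls were neutral control wells without compound for no effect and CRF at EC100 for full effect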
CRFBP-R2 block = blocks CRF-induced signaling of the CRF-BP/CRF-R2 complex | HEK293 CRF-R2/CRF-BP, CRF-induced calcium fluorescence | inhibition, % at 11.8 µM | hit rate 0.59% among 350,000 | AID 588475;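 active = inhibition of the ligand-induced calcium signal above about 50% at the single tested concentration, limit read from the data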
M1 PAM = human CHRM1 positive allosteric modulation | P11229 | CHO-K1 hM1, Fluo-8 calcium fluorescence, ACh EC20; 0% = ACh EC20, 100% = maximal ACh | activation, % at 3 µM | hit rate 0.088% among 360,000 | AID 588819; in the data active = activation above about 19%, passing the limit was not always enough
Active calls of the source: *; x = no result given.

item	mol	M5 PAM	CHRM4 PAM	CHRM5 antagonist	CHRM4 antagonist	CHRM4 agonist	CHRM5 agonist	CRFBP-R2 agonist	CRFBP-R2 block	M1 PAM
1	CCC(=O)c1cn(Cc2ccccc2)c2ccccc12	7	3	4	-1	-2	-10	-0.6	8	5
2	COc1cc(OC)c(OC)cc1/C=C1/C(=O)NC(=O)N(Cc2ccccc2)C1=O	3	-2	11	5	1	-1	0.0	-20	13
3	Cc1ccc2c(c1)C1CN(C)CCC1N2C(=O)/C(C#N)=C/c1ccc2c(c1)OCO2 (stereo not given)	-1	-1	13	7	1	-15	-0.8	-21	2
4	COC(=O)C1=C(c2ccc(F)cc2F)C[C@@H]2CC[C@H]1N2C(=O)NCc1ccc(F)cc1	-5	-9	12	12	0	-10	-1.9	15	-13
5	NC(N)=N/N=C/c1ccc(N2CCOCC2)cc1	0	-7	7	12	1	-2	-0.4	1	10
6	Cc1ccc(/C=C2\C(=O)NC(=S)N(c3ccc(F)cc3)C2=O)o1	-8	0	12	3	1	2	4.3	-2	16
7	Fc1ccc(CNCCc2ccccc2F)cc1	-1	13	4	-11	0	-4	-1.1	-7	-3
8	CCn1c(O)c(C=NCc2ccccc2)c(=O)[nH]c1=S	13	10	-4	7	1	-1	-1.8	-59	-1
9	CCC1(Oc2ccccc2)C(=O)NC(=O)NC1=O	9	8	12	-11	1	0	-0.6	-6	13
10	CCCCn1c(=O)c(C=Nc2cccnc2Cl)c(O)n(CCCCl)c1=O	-4	5	3	1	2	-1	2.1	0	-1

Reprinted, nos. 1–2
item	mol	M5 PAM	CHRM4 PAM	CHRM5 antagonist	CHRM4 antagonist	CHRM4 agonist	CHRM5 agonist	CRFBP-R2 agonist	CRFBP-R2 block	M1 PAM
1	CCC(=O)c1cn(Cc2ccccc2)c2ccccc12	7	3	4	-1	-2	-10	-0.6	8	5
2	COc1cc(OC)c(OC)cc1/C=C1/C(=O)NC(=O)N(Cc2ccccc2)C1=O	3	-2	11	5	1	-1	0.0	-20	13

The results go on:
item	mol	M5 PAM	CHRM4 PAM	CHRM5 antagonist	CHRM4 antagonist	CHRM4 agonist	CHRM5 agonist	CRFBP-R2 agonist	CRFBP-R2 block	M1 PAM
11	COc1ccc(NP2(=O)OCC(C)(N)CO2)cc1 (stereo not given)	-2	3	-2	-14	2	4	6.2	-13	8
12	O=c1[nH]c(CN2CC=C(c3ccccc3)CC2)nc2scc(-c3cccs3)c12	5	-12	-3	2	1	-10	1.0	-4	4
13	CC/C(=N\N1CCCCCC1)c1c(O)n(-c2ccccc2C)c(=O)[nH]c1=O	-13	-3	1	-7	8	-1	-1.5	3	-13
14	CCCCCCn1c(O)c(C=NC2CCN(Cc3ccccc3)CC2)c(=O)[nH]c1=O	-9	-7	4	3	0	-3	-2.9	-21	-2
15	Cc1ccc2n1Cc1cnnn1-c1ccccc1-2	3	8	-7	-10	2	-2	-1.2	0	5
16	CCCCNC(=S)N1CCn2cccc2C1c1cccnc1 (stereo not given)	-2	-4	8	-5	1	-4	1.9	-13	-5
17	O=C(NCc1cccnc1)C(Cl)(Cl)Cl	-2	6	2	-7	1	-1	-0.3	13	10
18	CCC(=O)c1ccc(OCC(=O)N2CCN(CC(=O)Nc3ccc(C)cc3)CC2)cc1	2	2	8	11	4	5	-2.0	-8	-1
19	O=C1CN=C(c2ccccc2)c2ccccc2N1	-2	-8	6	4	1	-2	0.3	-1	3
20	CCCOC(=O)C1C2CCC(O2)C1C(=O)O (stereo not given)	3	3	3	-19	2	-2	-1.3	-6	12

The results go on:
item	mol	M5 PAM	CHRM4 PAM	CHRM5 antagonist	CHRM4 antagonist	CHRM4 agonist	CHRM5 agonist	CRFBP-R2 agonist	CRFBP-R2 block	M1 PAM
21	CN1C(=O)C(=Cc2cc([N+](=O)[O-])ccc2N2CCCCC2)C(=O)N(C)C1=O	-4	1	8	-4	1	1	-0.8	2	0
22	CCNC(=O)C1OC(n2cnc3c(N)ncnc32)C(O)C1O (stereo not given)	2	10	-4	1	1	3	-1.3	11	3
23	OC(c1ccc(F)cc1)C(c1ccccc1)N1CCOCC1 (stereo not given)	6	14	-2	-5	1	-1	-0.3	19	-1
24	CN1C(=O)NC(=O)[C@]2(Cc3ccccc3N3CCN(c4ccccc4)CC32)C1=O (stereo not given in full)	1	7	4	7	3	4	-2.0	-5	8
25	O=P(Oc1ccccc1)(Oc1ccccc1)N1CCOCC1	-7	2	10	2	2	-1	-4.1	-7	10
26	N#CC(c1cccnc1)N1CCOCC1 (stereo not given)	1	0	6	-1	0	-1	-0.5	11	4
27	COc1ccccc1OCCCn1cc(C(=O)c2ccco2)c2ccccc21	-52	-1	7	-5	7	-6	-1.1	5	-3
28	O=[As](O)(O)c1ccc(N=Nc2ccc(O)cc2)cc1	-2	2	7	2	1	-3	0.5	-15	-9
29	N#CCCn1cc(C(=O)NCc2ccccc2)c(-c2ccccc2)n1	1	8	5	-5	2	-1	-0.6	7	13
30	O=c1[nH]c(=O)n(C2CCCCC2)c(O)c1/C=N/N1CCCCC1c1cccnc1 (stereo not given)	-2	3	2	0	1	2	1.2	-4	2

(list continues)
item	mol	M5 PAM	CHRM4 PAM	CHRM5 antagonist	CHRM4 antagonist	CHRM4 agonist	CHRM5 agonist	CRFBP-R2 agonist	CRFBP-R2 block	M1 PAM
31	Cc1nn(-c2ccccc2)c2c1C(c1ccc3c(c1)OCO3)SCC(=O)N2 (stereo not given)	-4	-1	3	-7	0	1	1.1	-10	8
32	COc1ccc(/C=C/C=C2C(=O)NC(=S)NC2=O)cc1	3	-1	10	-2	2	3	3.0	-37	8
33	CCC(=NCCCN1CCOCC1)c1c(O)n(-c2ccccc2C)c(=O)[nH]c1=O	-1	-13	-1	0	0	1	0.0	2	1
34	O=P(NCc1ccccc1)(Oc1ccccc1)Oc1ccccc1	-9	-5	7	15	9	2	1.4	-29	-5
35	CCOP(=O)(OCC)C(NC(=O)Cc1ccccc1)C(Cl)(Cl)Cl (stereo not given)	2	5	-4	3	2	-2	-0.8	-12	5
36	COC(=O)[C@@H](N)CCCN=C(N)N[N+](=O)[O-]	1	2	-2	3	0	4	-1.6	-27	3
37	COC(=O)C1=C(c2ccc(OC)c(OC)c2)C[C@@H]2CC[C@H]1N2C(=O)NCc1cc(C)oc1C(F)(F)F	13	-5	-1	4	0	-10	-1.3	6	9
38	c1cncc(C2CC(c3cccs3)n3ncnc3N2)c1 (stereo not given)	3	8	-2	-2	0	-1	1.6	0	11
39	C=C[C@H]1CN2CC[C@H]1C[C@H]2[C@H](O)c1ccnc2ccccc12	0	-9	6	8	0	-1	1.2	12	-11
40	O=c1c2ccccc2nc(N2CCCC2)n1-c1ccccc1	-4	4	2	-4	0	-1	-3.2	14	3

(next part)
item	mol	M5 PAM	CHRM4 PAM	CHRM5 antagonist	CHRM4 antagonist	CHRM4 agonist	CHRM5 agonist	CRFBP-R2 agonist	CRFBP-R2 block	M1 PAM
41	CC1OC(NCCc2ccccc2)C(O)C(O)C1O (stereo not given)	6	8	-7	-15	1	-10	2.2	3	3
42	Cc1ccc2c(c1)C1CN(C)CCC1N2C(=O)COc1ccc(S(=O)(=O)N2CCOCC2)cc1 (stereo not given)	0	1	-4	-2	0	-2	-0.9	7	-6
43	CCc1ccc(/C=C(/C#N)C(N)=S)cc1	1	2	-6	-2	0	-2	-0.9	-19	-3
44	CCC1CN1P(=O)(N1CCCC1)N1CC1CC (stereo not given)	-7	-1	3	-6	1	4	-1.0	-14	2
45	O=C(c1ccco1)N1Cc2ccccc2-n2nncc2C1	0	6	1	-9	1	1	1.8	-3	-2
46	CN1CCN(c2ccc(N)cc2Cl)CC1	-3	-8	7	1	0	-10	-1.3	2	-14
47	O=C(O)c1nn(Cc2ccc(Cl)cc2)c2ccccc12	-1	0	8	-3	-1	0	-3.3	9	3
48	O=C1CN=C(c2ccccc2)c2ccccc2N1Cc1ccc(C(F)(F)F)cc1	-3	3	4	-8	2	0	0.5	-2	-2
49	COc1ccc(-n2nnnc2C(c2cccs2)N2CCC3(CC2)C(=O)NCN3c2ccccc2)cc1 (stereo not given)	-1	-7	3	1	7	5	x	x	1
50	CC(C(O)c1ccccc1)N(C)CCn1cnc2c1c(=O)n(C)c(=O)n2C (stereo not given)	8	1	0	4	1	-3	1.1	-3	-4

(further entries)
item	mol	M5 PAM	CHRM4 PAM	CHRM5 antagonist	CHRM4 antagonist	CHRM4 agonist	CHRM5 agonist	CRFBP-R2 agonist	CRFBP-R2 block	M1 PAM
51	CC(=O)N1CN2CN(C(C)=O)CC(C(=O)c3ccccc3)(C2)C1	-2	-1	0	-3	0	-1	5.9	-2	11
52	CN1CC(C(=O)c2ccccc2)C(c2ccccc2)C1 (stereo not given)	3	-4	4	6	1	-6	2.7	-5	4
53	O=C1NC2NC(=O)N([N+](=O)[O-])C2N1 (stereo not given)	7	1	-9	-1	0	-1	-3.9	14	10
54	COC(=O)C1=C(c2ccc(-c3ccccc3)c(F)c2)C[C@@H]2CC[C@H]1N2C(=O)N1CCc2cc(OC)c(OC)cc2C1	3	1	-7	-14	2	0	0.1	16	6
55	O=C(c1cc(-c2ccncc2)nc2ccccc12)N1CCC2(CC1)OCCO2	-10	-7	11	14	16	4	-1.5	23	-12
56	Cc1c2cnn(CC(=O)N3CCC4(CC3)OCCO4)c(=O)c2c(C)n1Cc1ccc(F)cc1	-2	-4	0	-9	2	2	0.7	0	2
57	COc1ccc(-n2nc(C(=O)NCC(=O)N3CCC4(CC3)OCCO4)c3ccccc3c2=O)c(OC)c1	-3	5	-4	-27	1	-3	2.4	-7	0
58	CCOC(=O)c1cccc([P+](=O)O)c1	-2	8	5	1	2	1	-1.0	6	4
59	COC(=O)C1=C(c2ccc(Cl)c(C(F)(F)F)c2)C[C@@H]2CC[C@H]1N2C	-24	-9	12	6	2	-11	1.0	0	-30
60	O=C1CC(c2cccnc2)=NN1c1ccccc1	5	-1	-9	2	1	2	-3.4	-19	8

Continuation:
item	mol	M5 PAM	CHRM4 PAM	CHRM5 antagonist	CHRM4 antagonist	CHRM4 agonist	CHRM5 agonist	CRFBP-R2 agonist	CRFBP-R2 block	M1 PAM
61	Cc1ccc(-n2c(O)c(C=Nc3ccc(S(=O)(=O)N(C)C)cc3)c(=O)[nH]c2=O)cc1	5	4	3	0	0	-2	3.7	-17	11
62	O=C(Nc1cccc(OC(=O)N2CCCCC2)c1)N1CCCCC1	2	-6	2	2	3	2	-0.7	3	7
63	CCN1CCN(C(=O)COc2ccc(S(=O)(=O)N3CCOCC3)cc2C)CC1	3	-2	-2	-7	1	1	1.1	-8	2
64	O=C(c1ccccc1)C1NC1c1ccccc1 (stereo not given)	-5	-23	4	-12	7	3	-0.6	8	0

Some of the compounds tested; count on the stated rates, not on these rows.
